Compound activity (PubChem BioAssay)
CCR6 antagonist: CCR6 (human) receptor antagonism. P51684. CHO-K1 CCR6 PathHunter beta-arrestin, luminescence, CCL20-stimulated. inhibition, % at 20 µM. 0.49% of 340,000 active;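 active = compounds whose inhibition of the agonist-driven luminescence signal at 20 µM reaches about 50%, limit read from the data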;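 note: cells stimulated with CCL20 at 14 nM final; plate controls were DMSO with CCL20 for no effect and DMSO without agonist for full effect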
Target sequence (P51684 whole entry, looked up): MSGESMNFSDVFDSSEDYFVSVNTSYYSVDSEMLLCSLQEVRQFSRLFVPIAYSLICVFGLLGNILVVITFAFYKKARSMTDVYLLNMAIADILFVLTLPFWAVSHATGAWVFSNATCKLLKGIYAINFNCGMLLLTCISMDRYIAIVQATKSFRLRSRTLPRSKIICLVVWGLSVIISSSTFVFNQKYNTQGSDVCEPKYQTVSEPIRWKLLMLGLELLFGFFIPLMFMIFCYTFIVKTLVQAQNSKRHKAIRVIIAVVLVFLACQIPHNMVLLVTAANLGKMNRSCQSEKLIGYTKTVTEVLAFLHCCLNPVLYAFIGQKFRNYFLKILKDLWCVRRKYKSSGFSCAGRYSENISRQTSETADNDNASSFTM
EBI2 antag: antagonists of human EBI2 receptor | P32249 | EBI2 beta-arrestin recruitment, luminescence, 7a,25-OHC stimulated | inhibition, % at 5 µM | 0.81% of 360,000 active | AID 651636; in the data active = inhibition above about 38%;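 note: enzyme fragment complementation signal reports receptor beta-arrestin coupling in cells; 0% = agonist plus DMSO wells and 100% = wells without agonist; some results beyond the cut were filed as inactive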
Target sequence (P32249 whole entry, looked up, the tested form may be a part): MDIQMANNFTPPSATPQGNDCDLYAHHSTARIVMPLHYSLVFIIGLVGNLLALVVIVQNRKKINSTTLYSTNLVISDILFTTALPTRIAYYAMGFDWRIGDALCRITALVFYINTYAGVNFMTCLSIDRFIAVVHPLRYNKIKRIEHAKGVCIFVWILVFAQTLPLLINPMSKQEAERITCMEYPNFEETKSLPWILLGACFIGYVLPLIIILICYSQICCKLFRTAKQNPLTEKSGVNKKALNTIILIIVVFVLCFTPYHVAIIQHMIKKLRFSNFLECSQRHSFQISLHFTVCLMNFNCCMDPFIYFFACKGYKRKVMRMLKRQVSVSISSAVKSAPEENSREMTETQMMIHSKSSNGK
Jurkat NFkB inh: lowers PMA/ionomycin-induced NF-kB signal in Jurkat cells. PMA/ionomycin-induced NF-kB luciferase reporter, luminescence. inhibition, % at 4 µM. 0.53% of 330,000 active. AID 435003; in the data active = inhibition above about 50%
UPR XBP1 act: activators of adaptive arm of unfolded protein response (XBP1); CHO-XBP1 luciferase reporter, IRE1-XBP1 UPR activation, luminescence; percent of tunicamycin response, DMSO as zero; activation, % at 20 µM; 0.33% of 330,000 active;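 active = versus positive control, 20 µM dose yields 30% or more activation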;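 note: 100% = tunicamycin at 10 µg/mL and 0% = DMSO only wells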
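Assay system: IRE1-XBP1 luciferase reporter CHO line. Input: 1000 cells/well. Buffer or medium: F12 with 10% serum. Doses: 20 µM, 1% DMSO. Times: overnight seeding at 37 °C, 6 h compound treatment at 37 °C. Technique: Steady-Glo luciferase glow luminescence, 10 min after reagent addition.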
CXCR6 inh: CXCR6 (human) receptor inhibition; O00574; inhibition, % at 20 µM; CHO-K1 PathHunter CXCR6 beta-arrestin, luminescence; AID 602244; 0.36% of 360,000 active; in the data active = inhibition above about 34%, passing the limit was not always enough;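 note: antagonist mode with CXCL16 agonist at 10 nM final; 0% = 10 nM CXCL16 with DMSO and 100% = unstimulated wells without agonist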
Target sequence (O00574 whole entry, looked up): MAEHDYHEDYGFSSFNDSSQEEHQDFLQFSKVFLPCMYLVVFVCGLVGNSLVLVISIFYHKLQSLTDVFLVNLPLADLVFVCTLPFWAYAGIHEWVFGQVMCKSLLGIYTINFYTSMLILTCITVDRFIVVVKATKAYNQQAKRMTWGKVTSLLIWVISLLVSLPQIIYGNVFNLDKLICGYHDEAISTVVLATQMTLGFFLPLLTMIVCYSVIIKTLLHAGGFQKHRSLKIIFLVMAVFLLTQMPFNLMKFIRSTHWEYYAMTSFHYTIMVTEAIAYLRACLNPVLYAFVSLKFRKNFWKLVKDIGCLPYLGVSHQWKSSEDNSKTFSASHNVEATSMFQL
Mdm2-MdmX inh: human Mdm2/MdmX binding inhibition; O15151+Q00987; SaOS-2 split-luciferase Mdm2/MdmX complementation, luminescence; inhibition, % at 8 µM; 3% of 330,000 active;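 active = inhibition of at least 50% at 8 µM in the primary screen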
CHOP UPR activ: activators of apoptotic arm of unfolded protein response (CHOP); CHO-CHOP luciferase reporter, UPR activation, luminescence; percent of tunicamycin response over DMSO baseline; activation, % at 10 µM; 0.34% of 330,000 active;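 active = at 10 µM dose, activation of 40% or more, normalized to positive control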;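 note: 100% = tunicamycin at 10 µg/mL and 0% = DMSO alone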
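measured by = luciferase luminescence | assay system = CHO-CHOP cells, stable luciferase reporter of PERK-eIF2a-CHOP signalling | amount = 500 reporter cells seeded per well | timing = 6 h compound exposure at 37 °C after overnight seeding | controls = positive tunicamycin 10 µg/mL, negative DMSO alone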
697 NFkB inh: inhibitors of the PMA/ionomycin-induced NF-kB reporter in 697 B cells; 0.33% of 330,000 active; 697 B-cell NF-kB luciferase reporter, 16 h; AID 435022; inhibition, % at 4 µM; in the data active = inhibition above about 35%
Gli-Sufu antag: Gli-Sufu pathway antagonism. Sufu-KO-LIGHT fibroblasts, Gli luciferase reporter luminescence. inhibition, % at 5 µM. 0.74% of 340,000 active. AID 588413;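 active = inhibition above about 55%, limit read from the data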;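 note: 0% = DMSO-treated cells and 100% = wells with medium but no cells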
* = called active by the depositor; x = not tested or not shown.

Start of the listing, in advance:
Codes: A = CCR6 antagonist; B = EBI2 antag; C = Jurkat NFkB inh; D = UPR XBP1 act; E = CXCR6 inh; F = Mdm2-MdmX inh; G = CHOP UPR activ; H = 697 NFkB inh; I = Gli-Sufu antag
O=C(O)C1=C[C@@H](c2coc3ccccc3c2=O)C[C@@H](OCc2ccc(CO)cc2)O1
  A: 3; B: 6; C: -6; D: -2; E: 0; F: -15; G: -2.7; H: -34; I: 20

CC(NS(=O)(=O)c1ccc(Cl)cc1)C(c1cccs1)N1CCN(C)CC1 (configuration not stated)
  A: 3; B: -12; C: -12; D: -4; E: 6; F: 13; G: -1.1; H: -10; I: 33

CCCc1cc(=O)n2[nH]c(-c3ccc(OC)cc3)nc2n1
  A: 8; B: 5; C: -4; D: -3; E: -4; F: 10; G: -2.7; H: 26; I: -39

The whole of this part, repeating the preview:
Codes: A = CCR6 antagonist; B = EBI2 antag; C = Jurkat NFkB inh; D = UPR XBP1 act; E = CXCR6 inh; F = Mdm2-MdmX inh; G = CHOP UPR activ; H = 697 NFkB inh; I = Gli-Sufu antag
O=C(O)C1=C[C@@H](c2coc3ccccc3c2=O)C[C@@H](OCc2ccc(CO)cc2)O1
  A: 3; B: 6; C: -6; D: -2; E: 0; F: -15; G: -2.7; H: -34; I: 20

CC(NS(=O)(=O)c1ccc(Cl)cc1)C(c1cccs1)N1CCN(C)CC1 (configuration not stated)
  A: 3; B: -12; C: -12; D: -4; E: 6; F: 13; G: -1.1; H: -10; I: 33

CCCc1cc(=O)n2[nH]c(-c3ccc(OC)cc3)nc2n1
  A: 8; B: 5; C: -4; D: -3; E: -4; F: 10; G: -2.7; H: 26; I: -39

Cc1ccc(-c2nc3ccccc3[nH]2)cc1NC(=O)c1sc2ccccc2c1Cl
  A: 5; B: 9; C: -13; D: 7; E: 1; F: 99*; G: 6.5; H: -30; I: 0

O=C(O)CN1C(=O)C2C3CC(C2C1=O)C1C(c2ccc(Cl)cc2)c2sc(=O)[nH]c2SC31 (configuration not stated)
  A: 11; B: -10; C: -4; D: 1; E: 5; F: -2; G: 3.6; H: 4; I: 5

COc1ccccc1CC(=O)Nc1ccc(S(=O)(=O)N2CCCCC2)cc1
  A: 1; B: 8; C: 25; D: 2; E: -10; F: 21; G: 2.2; H: -4; I: 3

Cc1ccsc1/C=N/Nc1nc(=O)[nH]nc1C
  A: 4; B: -9; C: -19; D: 1; E: 12; F: -8; G: 2.4; H: -72; I: 33

CN(C)/C=C/C(=O)Oc1ccc(Cl)cc1Cl
  A: 2; B: 1; C: -4; D: 0; E: 6; F: -31; G: -0.2; H: -4; I: -6

CC[C@@]1(C(=O)OC)N[C@H](CN(C)C(=O)COC)[C@@H]2C(=O)N(C)C(=O)[C@@H]21
  A: 4; B: -3; C: -5; D: 1; E: 2; F: -15; G: 0.6; H: -16; I: -1

COc1ccccc1NC(=O)CC(=O)Nc1ccccc1OC
  A: 15; B: -3; C: -1; D: 7; E: 1; F: -5; G: 1.3; H: 11; I: 6

COc1cc(C#N)c(NC(=O)CN2CCN(CCO)CC2)cc1OC
  A: 2; B: -5; C: -20; D: 0; E: -6; F: 16; G: 1.3; H: 1; I: 9

Cc1ccc(OCC(=O)NC(=S)Nc2ccc(Br)cn2)cc1C
  A: 5; B: -7; C: 4; D: -1; E: -5; F: -37; G: 2.3; H: -11; I: -1

CCC(C)NC(=O)CN1C(=O)CSc2ccc(S(=O)(=O)N3CCCC3)cc21 (configuration not stated)
  A: 11; B: -3; C: -12; D: -6; E: 4; F: 0; G: 2.0; H: -15; I: -22

CCn1c(SCC(=O)NC2CCCCC2)nnc1-c1ccco1
  A: 7; B: -11; C: 5; D: -3; E: 4; F: -6; G: -0.3; H: 8; I: 26

CCN(C(=O)CSc1n[nH]c(-c2ccccc2)n1)c1c(N)n(Cc2ccccc2)c(=O)[nH]c1=O
  A: 4; B: -1; C: -13; D: -2; E: 6; F: -24; G: -2.2; H: 8; I: -5

COc1cc(/C=N/NC(=O)Cc2cccs2)c([N+](=O)[O-])cc1OC
  A: 5; B: 4; C: 9; D: 2; E: -7; F: 1; G: -2.0; H: 1; I: 1

CSC1=N/C(=C\c2ccc(C)o2)C(=O)S1
  A: 8; B: -10; C: -4; D: 0; E: -2; F: 26; G: -2.2; H: 14; I: -9

O=C(CCc1ccccc1)Nc1nc2ccc(S(=O)(=O)N3CCOCC3)cc2s1
  A: 20; B: -10; C: -2; D: -3; E: -3; F: 22; G: 2.9; H: 5; I: 1

CCOC(=O)c1ccc(S(=O)(=O)N2CCN(CC(=O)NC(=O)NC(C)(C)C)CC2)cc1
  A: 3; B: -7; C: -8; D: 3; E: 3; F: 0; G: -1.3; H: 3; I: -1

O=C(O)C1=CCCNC1
  A: -5; B: 0; C: 8; D: -4; E: -6; F: -11; G: 0.3; H: 5; I: -19

N#CCSc1nc2ccccc2c2nc3ccccc3n12
  A: -6; B: -15; C: -28; D: 23; E: 1; F: 87*; G: 2.1; H: -36; I: 36

O=C(Nc1ccc2nn(-c3ccccc3)nc2c1)c1cccnc1
  A: 18; B: 10; C: -56; D: 3; E: 13; F: -25; G: 1.1; H: -37; I: -21

CCOC(=O)c1ccc(N/C(=N\S(=O)(=O)c2ccccc2C)c2ccccc2)cc1
  A: 6; B: 9; C: -18; D: -5; E: 13; F: 13; G: -1.7; H: -22; I: -19

COc1ccc(C)cc1NC(=O)CCCN1C(=O)CCC1=O
  A: 12; B: -16; C: 5; D: 0; E: 4; F: 12; G: -0.7; H: 11; I: 2

Cc1nc(SCC(N)=O)c([N+](=O)[O-])[nH]1
  A: 13; B: -2; C: 7; D: 0; E: 6; F: 24; G: 1.5; H: 14; I: 3

Remaining list, next part
Codes: A = CCR6 antagonist; B = EBI2 antag; C = Jurkat NFkB inh; D = UPR XBP1 act; E = CXCR6 inh; F = Mdm2-MdmX inh; G = CHOP UPR activ; H = 697 NFkB inh; I = Gli-Sufu antag
COc1nc(SC)nc(Cl)c1Cc1ccc(OC(C)C)cc1
  A: 30; B: 17; C: 18; D: 1; E: -1; F: -14; G: -2.0; H: -23; I: -12

CCCC1CCC(c2ccc(C(=O)NN)cc2)CC1 (configuration not stated)
  A: 9; B: -6; C: -8; D: -3; E: 1; F: 4; G: 1.1; H: 14; I: -11

Cc1cccc(C(=O)OCC(=O)c2ccc(CC(=O)N3CCOCC3)s2)c1C
  A: 17; B: 0; C: 6; D: 0; E: 9; F: 4; G: 1.4; H: 7; I: 10

Cc1cc(C)n(CC(O)COCc2ccco2)n1 (configuration not stated)
  A: -3; B: 0; C: -3; D: 1; E: 7; F: 5; G: -0.4; H: 18; I: 3

COc1cc(C(C)=O)ccc1OCCCN1CCC(Cc2ccccc2)CC1
  A: 11; B: 10; C: 8; D: -3; E: 3; F: 20; G: 0.1; H: 3; I: x

CC(C)(C)c1ccc(OCCC(=O)NCC(c2cccs2)N2CCOCC2)cc1 (configuration not stated)
  A: 8; B: 3; C: -10; D: -2; E: 2; F: 10; G: -0.5; H: -20; I: -2

CCCN1Cc2cccc(C(=O)Nc3ccc(-c4nc5ccccc5[nH]4)cc3)c2C1=O
  A: -33; B: -19; C: -7; D: 38*; E: 3; F: 41; G: 42*; H: 11; I: -4

CC[C@H]1C(O)C[C@H]2CCN3C(=O)CCC[C@H]1[C@H]23 (some centres not stated)
  A: 5; B: -5; C: x; D: 2; E: 0; F: 21; G: 3.1; H: 0; I: 0

CC(C)(C(=O)c1ccccc1)/[N+]([O-])=C/c1ccccc1F
  A: 3; B: -9; C: -4; D: -2; E: 3; F: 28; G: -0.5; H: 17; I: 7

CCCCn1c(N)c(N(CCC(C)C)C(=O)C2CCCO2)c(=O)[nH]c1=O (configuration not stated)
  A: 13; B: 2; C: 6; D: -1; E: -1; F: 14; G: -1.2; H: 24; I: -13

CCN1C(=O)[C@H]2[C@@H](c3ccc(-c4ccc(F)cc4)cc3)N3CCCC[C@@]3(C(=O)OC)[C@H]2C1=O
  A: 8; B: 14; C: 17; D: -1; E: 7; F: 26; G: -1.4; H: 1; I: -10

COc1ccc2c(c1)c(C(=O)N1CCN(C)CC1)c(C)n2-c1ccccc1
  A: 6; B: -2; C: -10; D: 0; E: -5; F: 10; G: -0.1; H: 3; I: 2

O=C(O)c1cc(NN=C2c3ccccc3-c3ccccc32)ccc1Cl
  A: -1; B: -10; C: -16; D: 0; E: 2; F: -6; G: -0.1; H: 4; I: 8

COC(=O)c1ccc(CNC(=O)c2ccc(S(=O)(=O)N(C)c3ccccc3OC)cc2)cc1
  A: 18; B: 10; C: 8; D: -3; E: 8; F: 13; G: 1.9; H: -3; I: 3

Cc1ccc(O)c(C(=O)c2cnn(-c3ccc(S(=O)(=O)N4CCOCC4)cc3[N+](=O)[O-])c2)c1
  A: 21; B: 10; C: 15; D: -1; E: 12; F: 19; G: 5.8; H: -25; I: 2

Cc1nn(C)cc1NC(=O)c1ccc(Br)o1
  A: 2; B: -10; C: -7; D: 1; E: -2; F: 0; G: -1.8; H: -17; I: 2

CC(=O)c1ccc(NC(=O)C(C)O/N=C(\N)c2ccccc2)cc1 (configuration not stated)
  A: 12; B: 0; C: 2; D: -3; E: 4; F: 8; G: -1.8; H: 0; I: -10

Cc1cccc(CN2CCC(n3nccc3NC(=O)CCCc3ccccc3)CC2)n1
  A: 4; B: 2; C: -23; D: -8; E: 6; F: 10; G: 2.8; H: -9; I: 15

Cc1csc(C(C#N)C(=O)c2ccc(S(=O)(=O)N3CCCC3)cc2)n1 (configuration not stated)
  A: 3; B: 0; C: 3; D: 5; E: 6; F: 16; G: 0.0; H: 8; I: -4

O=C(Nc1ccccc1)Nc1cccn(Cc2c(F)cccc2Cl)c1=O
  A: 8; B: 2; C: -15; D: 5; E: -24; F: -13; G: 5.3; H: 7; I: -61

O=C(Nc1ccc(Cl)cc1)c1nc[nH]c1C(=O)N1CCN(c2ccccc2)CC1
  A: 12; B: -13; C: -13; D: -1; E: 1; F: 1; G: 0.8; H: -12; I: -3

O=S1(=O)N=C(Nc2nc3c(s2)CCCC3)c2ccccc21
  A: 18; B: -8; C: -83; D: 1; E: 16; F: -25; G: -0.3; H: -198; I: -40

Cc1nn(C(CC(=O)O)C(=O)O)c(C)c1Br (configuration not stated)
  A: -14; B: 0; C: -1; D: 4; E: -4; F: -10; G: -1.1; H: 7; I: -2

An excerpt from above in order of number of heavy atoms, smallest number first:
Codes: A = CCR6 antagonist; B = EBI2 antag; C = Jurkat NFkB inh; D = UPR XBP1 act; E = CXCR6 inh; F = Mdm2-MdmX inh; G = CHOP UPR activ; H = 697 NFkB inh; I = Gli-Sufu antag
CCCC1CCC(c2ccc(C(=O)NN)cc2)CC1 (configuration not stated)
  A: 9; B: -6; C: -8; D: -3; E: 1; F: 4; G: 1.1; H: 14; I: -11

O=C(O)c1cc(NN=C2c3ccccc3-c3ccccc32)ccc1Cl
  A: -1; B: -10; C: -16; D: 0; E: 2; F: -6; G: -0.1; H: 4; I: 8

COc1ccc2c(c1)c(C(=O)N1CCN(C)CC1)c(C)n2-c1ccccc1
  A: 6; B: -2; C: -10; D: 0; E: -5; F: 10; G: -0.1; H: 3; I: 2

O=C(O)CN1C(=O)C2C3CC(C2C1=O)C1C(c2ccc(Cl)cc2)c2sc(=O)[nH]c2SC31 (configuration not stated)
  A: 11; B: -10; C: -4; D: 1; E: 5; F: -2; G: 3.6; H: 4; I: 5
